ABCB6 inh MLPCN – human ABCB6 transporter inhibition. AID 602162. Q9NP58. 0.19% of 360,000 active. fluorescence ratio to DMSO, % at 10 µM. K562-ABCB6 porphyrin accumulation, flow cytometry, 1 h; hits give low values;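 active means fluorescence ratio to DMSO below 75%, the collection mean minus 3 SD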;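 further: signal is porphyrin accumulated inside mitochondria; 100% equals median channel fluorescence of DMSO control wells; lower ratio means ABCB6 inhibition with less porphyrin fluorescence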
Target sequence (Q9NP58 whole entry, looked up): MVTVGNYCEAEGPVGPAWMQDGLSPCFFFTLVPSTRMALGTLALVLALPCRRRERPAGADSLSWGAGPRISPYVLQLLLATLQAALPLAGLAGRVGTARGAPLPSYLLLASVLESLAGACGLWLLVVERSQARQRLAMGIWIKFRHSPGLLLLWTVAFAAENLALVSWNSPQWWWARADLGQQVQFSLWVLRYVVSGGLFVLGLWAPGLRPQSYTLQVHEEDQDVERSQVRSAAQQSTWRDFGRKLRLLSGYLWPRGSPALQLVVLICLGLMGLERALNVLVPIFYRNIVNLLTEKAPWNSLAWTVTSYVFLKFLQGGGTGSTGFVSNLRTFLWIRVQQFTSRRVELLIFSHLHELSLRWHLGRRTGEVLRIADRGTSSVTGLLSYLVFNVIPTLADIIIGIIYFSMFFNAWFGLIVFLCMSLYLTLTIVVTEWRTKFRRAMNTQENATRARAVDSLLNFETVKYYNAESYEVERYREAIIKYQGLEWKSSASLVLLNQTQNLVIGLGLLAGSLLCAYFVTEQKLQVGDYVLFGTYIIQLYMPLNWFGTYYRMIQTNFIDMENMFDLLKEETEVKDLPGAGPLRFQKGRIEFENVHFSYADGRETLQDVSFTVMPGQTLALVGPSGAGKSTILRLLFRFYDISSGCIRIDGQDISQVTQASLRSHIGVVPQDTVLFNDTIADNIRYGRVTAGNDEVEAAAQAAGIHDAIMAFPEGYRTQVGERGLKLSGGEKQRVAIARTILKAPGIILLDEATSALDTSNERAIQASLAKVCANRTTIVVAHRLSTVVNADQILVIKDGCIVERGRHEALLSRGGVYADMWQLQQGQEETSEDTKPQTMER
MC4R barr agon – activates human MC4R beta-arrestin recruitment. activation, % at 8.9 µM. 0.98% of 360,000 active. U2OS MC4R beta-arrestin complementation, luminescence; percent of melanotan II response, DMSO zero. AID 540308. P32245;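 active means activation above a per-plate cutoff, the mean activation of sample wells on that plate plus 3 SD, cut at about 8% in these data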
m5-HT2A agonist – agonists of mouse serotonin 5-HT2A receptor (HTR2A); P35363; CHO-K1 mHTR2A beta-arrestin complementation, luminescence; percent of 30 µM serotonin response; activation, % at 7.6 µM; 0.66% of 360,000 active;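 active means activation above a run cutoff, the mean activation of all tested compounds plus 3 SD, cut at about 14% in these data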;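 further: 0% = plate median of compound wells and 100% = 30 µM serotonin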
ABHD5-PLIN5 inh – ABHD5-PLIN5 protein interaction inhibition. Split G. princeps luciferase complementation, luminescence, 4 h. inhibition, % at 4 µM. 0.78% of 360,000 active;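 active means inhibition above the mean inhibition across every tested compound plus 3 SD, cut at about 22% in these data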;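 further: 0% = DMSO only wells and the 100% control is not disclosed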
MC4R antag cAMP – human MC4R antagonism in cAMP assay. 0.48% of 360,000 active. AID 540295. MC4R-expressing cells, MTII-stimulated cAMP, LANCE TR-FRET. inhibition, % at 6.5 µM. P32245;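 active means inhibition above its plate's cutoff, the mean of tested wells on that plate plus 3 SD, cut at about 29% in these data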;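 further: 0% = Melanotan II alone and 100% = Melanotan II plus saturating MCL0020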
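Test system: U2OS cells stably expressing human melanocortin 4 receptor (MC4R); also added: Melanotan II challenge; compound: 6.5 µM single dose; timing: 30-min compound preincubation, 1-h Melanotan II challenge, 1-h detection, room temperature; signal: Eu-cAMP/anti-cAMP TR-FRET, emission 671 nm; repeats: one well per compound, no replicates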
hiPSC survival – increases survival of single human iPS cells; hiPSC single-cell survival, ATPlite luminescence; 100% = ROCK inhibitor wells, 0% = DMSO; survival enhancement, % at 20 µM; 0.044% of 360,000 active; in the data active means survival enhancement above about 18%;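 further: cells exposed to compounds for 16 hours before the ATP read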
Cardio protect – modulators protecting cardiomyocytes from myocardial damage; protection from H2O2 cell death, % at 20 µM; 0.63% of 360,000 active; AID 588492; H9c2 cardiomyocytes, H2O2 injury protection, ATPLite, 2 h;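 active means compounds giving at least 50% protection of heart cells from peroxide-induced death in the single-dose screen, raw or plate-pattern-corrected value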;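 further: 0% = DMSO wells with peroxide and 100% = DMSO wells without peroxide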
aDG glyco up – alpha-DG glycosylation activation; activation, % at 10 µM; Pro5-aDG cells, alpha-DG glycosylation AlphaScreen (IIH6); 0% Pro5, 100% B10-LARGE cell signal; 0.22% of 360,000 active;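 active means activation of at least 8% versus controls, or a plate z-score of at least 8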;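 further: Pro5 are CHO cells carrying HIG-tagged alpha-DG that lacks glycosylation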
Exocytosis inh – blocks lytic granule exocytosis; TALL-104 LAMP-1 surface exposure, flow cytometry; cells stimulated with thapsigargin and PMA; inhibition, % at 10 µM; 0.66% of 360,000 active; AID 651702;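 active means inhibition above about 55%, limit read from the data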
Glyco luc inh – N-linked glycosylation inhibition. reporter increase, % at 12.5 µM. 0.23% of 360,000 active. AID 588692. D54 ERlucT glycosylation luciferase reporter, 24 h; percent of 100 nM tunicamycin response;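 active means mean luciferase reporter signal, scaled so untreated is 0 and the glycosylation-blocking control 100, at or above a set limit in every replicate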;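 further: luciferase carries N-glycosylation sites so blocking glycosylation raises the light; 0% = median of neutral control wells and 100% = median of 100 nM tunicamycin wells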
* marks the source's active call; other numbers are inactive results; . = no result given.

SMILES | ABCB6 inh MLPCN | MC4R barr agon | m5-HT2A agonist | ABHD5-PLIN5 inh | MC4R antag cAMP | hiPSC survival | Cardio protect | aDG glyco up | Exocytosis inh | Glyco luc inh
O=C(NCCc1ccc(Cl)cc1)C1CC(=O)N(C2CCCC2)C1 (stereo not drawn) | 107 | -3.0 | -3 | -7 | 5 | 0.1 | 3 | 0.5 | -1 | 2
O=C(CSc1nncs1)NC1CCCCCCC1 | 98 | -1.0 | 3 | 6 | 4 | -2.1 | 2 | -0.1 | 0 | 1
O=C(OCC(=O)C12CC3CC(CC(C3)C1)C2)c1ccccc1O | 96 | -1.1 | 10 | 6 | 8 | -0.3 | -3 | -0.2 | -1 | -1
Cc1cc(N(CN2CCCC2=O)C(=O)c2ccccc2)no1 | 99 | -2.0 | 19* | 8 | -1 | -2.6 | 4 | -0.2 | -1 | 1
Cc1cc(NC(=O)c2ccccc2[N+](=O)[O-])ccc1Br | 103 | 3.7 | -2 | 13 | -2 | -0.1 | 0 | -0.2 | -1 | 0
CC(=O)Nc1ccc(S(=O)(=O)N[C@@H](C)C(=O)N(C)Cc2cccs2)cc1 | 100 | -1.9 | 8 | 1 | 12 | 1.9 | -8 | 0.1 | -1 | 1
CC(C)NCCCOc1ccc(Cl)cc1Br | 94 | -1.3 | -4 | 5 | -6 | -1.1 | 18 | 1.6 | -2 | -2
CCOC(=O)c1cnc(SC2CC(=O)N(c3ccccc3)C2=O)nc1N (stereo not drawn) | 97 | -0.1 | 2 | 2 | 10 | -1.5 | 13 | 0.0 | -1 | 2
CC(C)OCCCn1c(=N)c(S(=O)(=O)c2ccccc2)cc2c(=O)n3ccccc3nc21 | 100 | -1.5 | -4 | 6 | 5 | -0.3 | 3 | 0.0 | 16 | 2
Cn1c(SCC(=O)NC2CCCC2)nnc1-c1ccco1 | 176 | 3.0 | 0 | -8 | 17 | -0.6 | -3 | 0.1 | -6 | 0
Cc1sc2nc(N3CCOCC3)[nH]c(=O)c2c1-c1ccccc1 | 99 | -0.8 | -1 | 3 | 0 | 0.6 | 0 | 0.0 | 0 | 4
NC(=S)n1[nH]c(-c2ccc([N+](=O)[O-])cc2)c(N=Nc2ccc(Cl)cc2)c1=O | 102 | -3.3 | 1 | -13 | 17 | -1.8 | -23 | 0.0 | 20 | -3
Cc1cc(O)c(N=Nc2ccc(C(=O)O)cc2)cc1C | 97 | -1.6 | -2 | -8 | 13 | -1.0 | -3 | -0.1 | -9 | -10
O=C(COc1coc(CN2CCc3ccccc32)cc1=O)Nc1ccccc1 | 98 | -2.5 | -1 | 8 | 8 | -0.4 | 0 | 0.1 | -7 | 0
CC1(C(=O)NS(=O)(=O)c2ccc(Cl)cc2)CCN1C(=O)c1ccc(C2CCCCC2)cc1 (stereo not drawn) | 105 | 2.6 | -3 | 7 | 9 | -0.2 | -10 | -0.3 | 3 | 3
Cc1ccccc1CNC(=O)c1ccc(Cl)c([N+](=O)[O-])c1 | 101 | -1.5 | 2 | -6 | 31* | -0.8 | -4 | 0.5 | -5 | 0
C=CC[C@@H](CC(=O)N[C@H](CO)Cc1ccccc1)C(=O)N[C@@H](C)COC(=O)[C@@H](CC=C)CC(=O)OC(C)(C)C | 96 | -1.8 | 1 | 4 | 3 | -1.4 | -2 | 0.1 | -3 | -1
Cc1ccc(C(=O)NCC(=O)OC(C)C(=O)Nc2ccc(N(C)C)cc2)cc1C (stereo not drawn) | 81 | 0.5 | -3 | 2 | 6 | 2.1 | 4 | 0.2 | 0 | 3
O=C(/C=C/c1ccco1)N1CCN(S(=O)(=O)c2cccc([N+](=O)[O-])c2)CC1 | 92 | 0.2 | 3 | -3 | -5 | -0.5 | 5 | -0.2 | 3 | 4
COC(CNC(=O)C(=O)NCC1CCCN1S(=O)(=O)c1cccs1)OC (stereo not drawn) | 96 | 0.4 | 1 | 10 | 10 | 0.4 | -6 | -0.1 | -3 | 0
CCCn1nc(C(=O)NNC(=O)c2cccc(S(=O)(=O)NC(C)C)c2)c2ccccc2c1=O | 98 | -3.6 | 1 | -3 | 2 | -0.5 | 4 | -0.1 | -2 | 0
COc1ccc(NS(=O)(=O)c2ccc(OC)c(N(C)S(=O)(=O)c3ccc(Cl)cc3)c2)cc1 | 95 | -1.1 | -2 | -6 | 9 | 0.2 | -18 | 0.9 | 23 | -6
CCC1CCCCN1CCCNC(=O)C1CCN(S(=O)(=O)N2CCC3(CC2)OCCO3)CC1 (stereo not drawn) | 100 | 0.0 | -4 | -1 | -1 | 0.7 | -1 | 0.2 | -7 | 4
COc1ccc(NC(=O)COC(=O)CNS(=O)(=O)c2ccc(F)c(F)c2F)cc1OC | 100 | -1.1 | -1 | -9 | 9 | 3.7 | 7 | -0.3 | 6 | 1
COCCN(C(=O)CCC(=O)Nc1cc(C)on1)C(C(=O)NC1CCCC1)c1ccc(C(C)C)cc1 (stereo not drawn) | 100 | -1.4 | -4 | 5 | 16 | -0.2 | -1 | 0.1 | 9 | 1

Two entries drawn at random from those above, as already listed:
SMILES | ABCB6 inh MLPCN | MC4R barr agon | m5-HT2A agonist | ABHD5-PLIN5 inh | MC4R antag cAMP | hiPSC survival | Cardio protect | aDG glyco up | Exocytosis inh | Glyco luc inh
O=C(OCC(=O)C12CC3CC(CC(C3)C1)C2)c1ccccc1O | 96 | -1.1 | 10 | 6 | 8 | -0.3 | -3 | -0.2 | -1 | -1
CC1(C(=O)NS(=O)(=O)c2ccc(Cl)cc2)CCN1C(=O)c1ccc(C2CCCCC2)cc1 (stereo not drawn) | 105 | 2.6 | -3 | 7 | 9 | -0.2 | -10 | -0.3 | 3 | 3

The list goes on:
SMILES | ABCB6 inh MLPCN | MC4R barr agon | m5-HT2A agonist | ABHD5-PLIN5 inh | MC4R antag cAMP | hiPSC survival | Cardio protect | aDG glyco up | Exocytosis inh | Glyco luc inh
CCc1nc2ccccc2c(C(=O)OCC(=O)N(CC(C)C)c2c(N)n(Cc3ccccc3)c(=O)[nH]c2=O)c1C | 97 | -3.6 | 6 | -9 | 4 | 0.2 | 2 | 0.9 | 2 | -4
N#Cc1cc2c(=O)n3ccccc3nc2n(Cc2ccco2)c1=NC(=O)c1ccco1 | 96 | 3.4 | 14 | 50* | -18 | 0.8 | 10 | 0.0 | 4 | 0
CCc1c(C)sc(NC(=S)N2CCN(CC)CC2)c1C(=O)OC | 96 | 3.0 | -4 | 5 | 3 | -1.5 | -23 | 0.2 | 1 | -1
COc1ccc(CCNC(=O)C(F)(F)F)cc1S(N)(=O)=O | . | . | -2 | -2 | . | . | . | 0.0 | 8 | .
Cc1ccnc(NC(=O)CCC(=O)N(CC(=O)NCc2ccccc2)Cc2ccccc2)c1 | 96 | 2.7 | 7 | -6 | 14 | -0.7 | 4 | -0.1 | 19 | 3
COc1ccc(-n2c(SCC(=O)Nc3ccc(C(=O)O)cc3)nnc2-c2ccccc2)cc1OC | 90 | -0.4 | 5 | 0 | 11 | 0.3 | 2 | -0.2 | -2 | -1
COc1ccc(S(=O)(=O)N2CCCCC2)cc1NC(=O)CNc1ccc(F)cc1C | 87 | -2.4 | -7 | 2 | 2 | -0.4 | -7 | 0.4 | 2 | -6
Cc1nc2scc(-c3ccc(Cl)cc3)c2c(=O)n1N | 96 | 2.7 | -4 | 6 | 17 | 1.1 | -1 | -0.3 | 2 | -1
CC1CCCN(CCC(=O)c2ccc(Br)cc2)C1 (stereo not drawn) | 104 | -1.0 | 8 | 4 | 11 | 0.8 | -11 | 0.6 | 3 | 3
Cc1cc(C)c(OCC(=O)Nc2nnc(C3CC3)s2)c(C)c1 | 103 | 5.6 | -7 | 0 | -3 | 0.1 | -5 | 0.0 | -1 | 0
CC(C)C1C(=O)N(Cc2cn(CC3CCCCC3)nn2)CCS(=O)(=O)N1Cc1ccc(-c2ccc(F)cc2)cc1 (stereo not drawn) | 104 | -0.8 | 12 | 7 | 15 | -1.2 | -9 | 0.2 | 11 | -6
CC1(C)CSC(=NCc2ccccc2)N1C(=O)c1cccc([N+](=O)[O-])c1 | 100 | 0.3 | -5 | -1 | 7 | -1.5 | 2 | 0.1 | 4 | 3
Cc1cccc(-n2c(N)cc(=O)nc2SCC(=O)Nc2cc(C)on2)c1 | 101 | -1.4 | 3 | 6 | 1 | 3.4 | -9 | 0.0 | 0 | 1
COCCCNC(=O)CC(NS(=O)(=O)c1ccc(OC)cc1)c1ccc(OC)cc1 (stereo not drawn) | 94 | -2.5 | 0 | -1 | 1 | 0.0 | 25 | -0.3 | -2 | 4
C=CCOc1ccccc1C1C2=C(CC(C)(C)CC2=O)Nc2c1c(=O)n(C)c(=O)n2C (stereo not drawn) | 102 | -2.2 | 6 | 2 | 3 | 10 | -2 | -0.1 | -3 | 0
CC(=O)Nc1ccc(NC(=O)CSc2nnc(C)c(=O)n2N)cc1 | 95 | -0.7 | 6 | -1 | 7 | 0.3 | 1 | 0.0 | -3 | 0
COCc1cn(CC(C)n2c(=O)c3ccccc3n2Cc2cc(C(C)C)no2)nn1 (stereo not drawn) | . | . | -1 | -8 | . | . | . | 0.0 | 0 | .
O=S(=O)(c1ccccc1)n1nc(-c2ccccc2)nc1NCc1ccco1 | 95 | 0.3 | -3 | 3 | 17 | -2.0 | -22 | -0.1 | 3 | -1
COc1ccc(S(=O)(=O)NN=C2CCCC2)cc1 | 105 | -1.4 | -1 | -9 | 6 | -1.0 | -2 | 0.0 | 0 | 1
COc1ccc(CN2CCC(Oc3ccc(C(=O)N4CCCC4)cc3)CC2)c(F)c1 | 93 | -3.0 | -1 | -2 | 3 | -0.5 | 0 | 0.1 | -4 | -4
COc1ccc(C(=O)Nc2ccccc2C(=O)NC(C(=O)NCc2ccco2)C(C)C)cc1 (stereo not drawn) | 99 | -0.9 | 2 | 8 | 8 | 0.8 | 11 | -0.1 | 2 | -4
COc1cccc(NC(=S)NCc2ccc(F)cc2)c1 | 99 | -0.8 | 6 | 5 | 4 | -0.4 | -4 | 0.0 | -13 | -1
COc1cc2c(cc1OC)C(Cc1ccc(O)cc1)N(C)CC2 (stereo not drawn) | 93 | -2.3 | -8 | -6 | -5 | 1.7 | 9 | 0.0 | 1 | 3
C/C(Cl)=C\Cn1c(N2CCCC2)nc2c1c(=O)[nH]c(=O)n2C | 119 | 0.7 | -3 | 0 | 4 | -0.2 | -1 | -0.5 | -3 | 2
CC(=O)Nc1cccc(-c2cc(NC(C)=O)c3ncc(-c4ccc(F)cc4)n3c2)c1 | 101 | 17* | 0 | 4 | 5 | 1.3 | 42 | -0.1 | 0 | -13
CCOC(=O)CN(C#N)c1nc(C)cc(C)n1 | 99 | -2.1 | -3 | 2 | 6 | -1.1 | 9 | 0.2 | -2 | 2
COc1cc2nc(CN3CCOCC3)n(CC(=O)NCC(F)(F)F)c(=O)c2cc1OC | 101 | 1.8 | 5 | 0 | 3 | 1.0 | -1 | 0.0 | 3 | 2
COCCN(C(=O)c1cccc(-n2cnnn2)c1)c1c(N)n(CC(C)C)c(=O)[nH]c1=O | 101 | -2.8 | 4 | 7 | 15 | -0.1 | 4 | -0.2 | 2 | 4
CCc1nnc(NC(=O)[C@@H]2CCCN2S(=O)(=O)c2ccc3c(c2)OCCO3)s1 | 107 | 1.2 | -6 | 4 | 9 | -0.6 | 12 | -0.1 | -2 | 0
